# AmpC inh detg: inhibitors of E. coli AmpC beta-lactamase with detergent | P00811 | AmpC hydrolysis of nitrocefin, absorbance 480 nm, 0.01% Triton | Potency, µM (highest dose often 114 µM), for inactives: at the highest dose activity change, negative = inhibition, most hits filed as inhibitors | actives 0.041% (n = 370,000);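 also: potency is read from the fitted curve at half-maximal effect; 0% = no-compound wells and -100% = no-enzyme wells; nearly all actives have a fitted effect of over 25% in size; some results filed as inactive show a strong effect at the top dose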
# Target sequence (P00811 whole entry, looked up): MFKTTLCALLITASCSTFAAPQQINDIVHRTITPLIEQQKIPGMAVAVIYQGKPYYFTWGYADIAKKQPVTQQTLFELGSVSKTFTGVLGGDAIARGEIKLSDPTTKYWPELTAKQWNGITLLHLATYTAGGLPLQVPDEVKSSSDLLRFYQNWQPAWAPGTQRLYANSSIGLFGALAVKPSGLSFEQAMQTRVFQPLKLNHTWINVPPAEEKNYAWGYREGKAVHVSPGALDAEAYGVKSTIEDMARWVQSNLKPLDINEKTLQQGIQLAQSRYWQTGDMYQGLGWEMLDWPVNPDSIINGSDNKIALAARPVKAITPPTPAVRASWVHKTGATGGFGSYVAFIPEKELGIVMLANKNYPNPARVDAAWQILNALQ
#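 AmpC (5.3 nM in the dispensed reagent) in 20 mM phosphate pH 7.0 with 0.01% (detergent screen) or 0.0001% Triton X-100 was preincubated with compounds for 15 min at room temperature. Nitrocefin was then added from an 800 uM solution, and hydrolysis was followed at 480 nm.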
# Sm TGR block: inhibitors of Schistosoma mansoni thioredoxin glutathione reductase; Q962Y6; purified TGR, DTNB reduction, TNB absorbance 405 nm; Potency, µM (series often up to 114 µM), without a hit: at the top dose activity change, negative = inhibition, usual class: inhibitors; actives 3% (n = 360,000); also: potency is read from the fitted curve at half-maximal effect; nearly all actives have a fitted effect of over 60% in size
#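 TGR 20 nM + NADPH 100 uM (dispensed conc.), cpd preinc 15 min RT; start with NADPH (500 uM addition) then DTNB (15 mM addition). Kinetic TNB absorbance, 405 nm filter. Four-parameter Hill fit across titration.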
# HCMV antiviral: inhibitors of human cytomegalovirus. HFF cells, HCMV-luciferase reporter, 72 h; hits give low values. activity change, negative = inhibition, % at 57.5 µM. actives 4.5% (n = 410,000). AID 1259415; in the data active = activity change below about -60%; inconclusive = no clear call, values can overlap the other calls; inactive = above about -39%
#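 Compounds were evaluated in HFFs infected with an HCMV luciferase reporter virus (MOI 1 PFU/cell). Luciferase in lysates collected 72 h post infection served as the replication measure.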
# FBPA Giardia inh: blocks Giardia fructose-bisphosphate aldolase activity | A8B2U2 | purified Giardia FBPA | Potency, µM (highest dose often 59.6 µM), for inactives: at the highest dose activity, negative = inhibition, usual class: inhibitors | actives 0.71% (n = 290,000); also: potency is read from the fitted curve at half-maximal effect; nearly all actives have a fitted effect of over 55% in size
# Target sequence (A8B2U2 whole entry, looked up): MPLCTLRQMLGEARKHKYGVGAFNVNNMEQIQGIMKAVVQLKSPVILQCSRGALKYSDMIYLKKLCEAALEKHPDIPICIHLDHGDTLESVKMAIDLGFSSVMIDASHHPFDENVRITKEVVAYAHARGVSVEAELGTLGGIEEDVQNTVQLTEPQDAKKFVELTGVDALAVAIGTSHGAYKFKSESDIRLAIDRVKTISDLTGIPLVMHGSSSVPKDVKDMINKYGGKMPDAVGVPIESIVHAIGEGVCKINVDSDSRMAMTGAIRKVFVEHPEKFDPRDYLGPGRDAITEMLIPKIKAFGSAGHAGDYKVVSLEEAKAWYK
#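 Giardia FBPA (40 nM reagent) was preincubated 10 min at RT with compound (up to 57.5 uM final), then substrate plus GAPDH/TPI/NAD/arsenate coupling system with diaphorase/resazurin was added; resorufin fluorescence (525/598 nm) was read after 20 min.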
# AMA1-RON2 inh: disrupts binding of P. falciparum AMA1 to RON2. AID 720542. Potency, µM (top dose mostly 58.2 µM), for inactives: at the highest dose activity change, negative = inhibition, usual class: inhibitors. AlphaScreen AMA1-biotinylated RON2 peptide binding. actives 0.2% (n = 360,000);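 also: potency is read from the fitted curve at half-maximal effect; 0% = vehicle wells and -100% = peptide control; nearly all actives have a fitted effect of over 45% in size; some results filed as inactive show a strong effect at the top dose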
#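 AMA1 (3D7) with his tag at 25 nM final met compounds first, then biotinylated RON2 peptide at 25 nM; detection used donor plus acceptor beads, 10 µg/mL apiece, read by AlphaScreen after 30 min at room temperature.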
# HCV inhibitor: inhibitors of hepatitis C virus infection; Huh7.5.1 HCVcc-Cre infection, luciferase reporter, 44 h; AID 651820; Potency, µM (series often up to 41.8 µM), for inactives: at the highest dose activity change, negative = inhibition, hits mostly inhibitors; actives 3.4% (n = 340,000); also: potency is read from the fitted curve at half-maximal effect
#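 Seed cells (1,000/well) for 4 h; treat with compound and infect with HCVcc-Cre, moi about 0.5. Incubate 44 h, then detect luciferase activity.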
# An asterisk follows results filed as active; u = inconclusive; x = not tested or not shown; & = joins results of further samples; [ ] = another dose, or the depositor's remark. Unless noted, calls follow the shape of the dose curve; as a rule, active = well fitted curve in the direction sought with a large enough effect; inconclusive = small, poorly fitted or top-dose-only effect, or another doubt; inactive = no such curve, though single readings can be large; an effect the other way counts as inactive or inconclusive. Unless noted, % is scaled to controls: 0 for no effect and ±100 for the full control effect.
SMILES,AmpC inh detg,Sm TGR block,HCMV antiviral,FBPA Giardia inh,AMA1-RON2 inh,HCV inhibitor
Cc1ccc(S(=O)(=O)N(C)C)cc1NC(=O)COC(=O)/C=C/c1cnc2ccccc2n1,-1%,1%,-22,3%,-1%,0%
CC12CN3CC(C)(CN(C1)C3c1cc3ccccc3[nH]1)C2=O (configuration not stated),u,3%,-7,2%,0%,16%
COc1ccc(C(=O)NNC(=S)NC(=O)c2ccc(F)cc2)cc1Br,x,x,4,x,103%[activator],u
COc1cccc(OC)c1C(=O)Nc1ccccc1C(=O)N1CCOCC1,-7%,3%,48,4%,0%,13%
O=C(NCCC1=CCCCC1)c1ccc2c(c1)N(Cc1ccc(Cl)cc1)C(=O)c1ccccc1S2(=O)=O,-5%,-3%,31,x,x,x
NC(=O)Cc1ccc(C(=O)CSc2nnc(-c3ccncc3)n2C2CC2)s1,x,x,-22,x,-26%,-1%
CSc1cccc(NC(=O)CN2CCN(Cc3ccccc3C)S2(=O)=O)c1,2%,3%,u,x,x,x
O=C(c1cccc2ccccc12)N1CCN(c2ccc([N+](=O)[O-])c(NCc3ccco3)c2)CC1,u,4%,u,-6%,10%,u
Cc1sc2nc(CSc3ccc([N+](=O)[O-])cc3)[nH]c(=O)c2c1C,-4%,-7%,x,-1%,x,x
N/C(COc1ccc(Cl)cc1Cl)=N\NS(=O)(=O)c1ccccc1,-3%,-2%,17,1%,121%[activator],4%
COC(=O)c1sccc1NC(=O)CSCCc1ccncc1,2%,-12%,34,5%,1%,15%
COc1ccc(C(=O)NCCNc2nc3c(C)cccc3cc2C#N)cc1,x,x,-8,x,5%,-25%
CCC(CC)c1nnc(NC(=O)C2CSC3(C)CCC(=O)N23)s1 (configuration not stated),-8%,-2%,3,x,16%,21%
O=C(C1=C[C@H](c2ccc3c(c2)OCO3)C[C@H](OCCCCO)O1)N1CCN(Cc2ccccc2)CC1,-8%,25µM*,1,-26%,42%[activator],u
O=C(CCS(=O)(=O)c1cccc2nonc12)NC1CCCCCC1,-6%,45µM*,21,2%,5%,8%
N#CC(c1ccc(Cl)cc1)c1nc2ccccc2nc1C(F)(F)F (configuration not stated),5%,11%,-7,-5%,-3%,-14%
COC(=O)c1cccc(Cn2c(Cl)c(/C=N/Nc3ccccc3C)sc2=O)c1,2%,7.9µM*,-26,-2%,u,-8%
CCOc1ccc(C(=O)OCC(=O)NCCNC(=O)COC(=O)c2ccc(OCC)cc2)cc1,-8%,8%,u,2%,-16%,12%
CC(C)(C)C1CCC(=NNS(=O)(=O)c2ccc(Br)cc2)CC1 (configuration not stated),-7%,1%,9,5%,9%,10%
COc1ccccc1C(=O)N1CCN(C(=O)c2ccncc2)CC1,-4%,-5%,46,4%,6%,18%
CN(Cc1nc(-c2cccs2)no1)CC1COCCO1 (configuration not stated),6%,-5%,46,5%,11%,21%
CC(=O)C1=C(Nc2ccccc2)CC(C)(O)C(C(C)=O)C1c1ccccc1 (configuration not stated),-5%,6%,13,3%,-7%,16%
CN(N=Nc1cccc([N+](=O)[O-])c1)c1cccc([N+](=O)[O-])c1,5%,1%,64,0%,-11%,u
S=C(NCc1ccccc1)N1CCc2ccccc2C1,-2%,1%,-4,0%,1%,-22%
CCc1cc2ccc(C)c(C)c2nc1SCC(=O)Nc1cc(C)on1,-6%,-1%,-4,-1%,-22%,u
CCC(=O)Nc1cc(-c2nc3ccccc3s2)c(Cl)cc1Cl,-3%,-10%,-101*,x,x,x
O=C(CCc1nc2ccccc2s1)NCc1ccccc1F,u,u,0,-3%,0%,17%
COc1ccc(S(=O)(=O)Nc2c(C)nc3nc(C)[nH]n3c2=O)cc1,-5%&-5%,-4%&-4%,54&-12,u,0%,-6%
O=C(OCC(=O)N1CCN(c2ccccc2)CC1)c1ccco1,-7%,0%,41,6%,0%,7%
CN1CCN(CC(O)COC(c2ccccc2)c2ccccc2)CC1 (configuration not stated),u,10%,u,2%,10%,16µM*
Cc1ccc(NC(=O)CSc2ccc3nnc(CCNC(=O)c4ccccc4)n3n2)c(C)c1,0%,-1%,-33,2%,-24%,6%
O=C(CN1C(=O)c2ccccc2S1(=O)=O)NCCc1ccccc1,4%,-8%,-20,x,1%,14%
COc1cc(NC(=O)c2ccno2)cc(C(=O)Nc2cccc(C(F)(F)F)c2)c1,-2%,14%,-26,-7%,1%,u
COc1ccc(CN2CCNC(=O)C2CC(=O)NCCCn2cccn2)cc1C (configuration not stated),-6%,-12%,-2,x,12%,10%
O=C(CSc1nc2ccccc2c(=O)[nH]1)Nc1ccc(C(=O)O)cc1,7%,-1%,-9,4%,u,11%
O=C(NC1CCCCC1)c1ccc2c(c1)N(Cc1ccccc1Cl)C(=O)c1ccccc1S2,3%,13%,-17,x,x,x
O=C(CSc1nc(=O)n(Cc2ccco2)c2c1CCC2)NCc1ccccc1Cl,3%,-28%,-14,x,x,x
CC1CCN(CCC(=O)Nc2ccc(F)c(F)c2)CC1,-2%,-9%,4,3%,-3%,-6%
CN(C(=O)c1cccc(NC(=O)Cc2ccc(NC(=O)C3CCN(C(=O)C4CC4)CC3)cc2)c1)C1CCCCC1,x,x,18,x,-1%,-16%
COc1cc(/C=C/C(=O)O)cc(S(=O)(=O)Nc2ccccc2Oc2ccccc2)c1OC,1%,7%,-28,8%,-6%,8%
CC(=O)N1CC(=O)N=C1SCC(=O)Nc1nc(-c2ccccc2)c(-c2ccccc2)s1,3%,-4%,51,2%,-16%,u
O=C(Nc1ccc(O)cc1C(=O)O)c1ccc(NC(=O)c2ccco2)cc1,-3%,-20%,30,x,-5%,-7%
CC(C)CCNC(=O)C1CCC(=O)N1C(C)C (configuration not stated),-12%,5%,35,1%,1%,-12%
CCn1c(SC(C)C(=O)NC2CCCc3ccccc32)nnc1-c1cccs1 (configuration not stated),u,-21%,128,4%,38%[activator],6%
Cc1nc(CSc2nnc(Nc3cccc(C)c3C)s2)cs1,1%,7%,u,5%,0%,u

# Whole records as entered above. Order of screens: AmpC inh detg | Sm TGR block | HCMV antiviral | FBPA Giardia inh | AMA1-RON2 inh | HCV inhibitor
# Record of COc1ccc(C(=O)NNC(=S)NC(=O)c2ccc(F)cc2)cc1Br → x | x | 4 | x | 103%[activator] | u
# Record of O=C(OCC(=O)N1CCN(c2ccccc2)CC1)c1ccco1 → -7% | 0% | 41 | 6% | 0% | 7%
# Record of CC(=O)N1CC(=O)N=C1SCC(=O)Nc1nc(-c2ccccc2)c(-c2ccccc2)s1 → 3% | -4% | 51 | 2% | -16% | u
# Record of COc1cccc(OC)c1C(=O)Nc1ccccc1C(=O)N1CCOCC1 → -7% | 3% | 48 | 4% | 0% | 13%
# Record of COc1cc(/C=C/C(=O)O)cc(S(=O)(=O)Nc2ccccc2Oc2ccccc2)c1OC → 1% | 7% | -28 | 8% | -6% | 8%

# Additional compounds:
SMILES,AmpC inh detg,Sm TGR block,HCMV antiviral,FBPA Giardia inh,AMA1-RON2 inh,HCV inhibitor
CCCOc1ccc(C(=O)O/N=C(\CC)c2ccc(C)cc2)cc1,-12%,-3%,-31,1%,2%,1%
O=C(Cn1nc(C(=O)O)c2ccccc2c1=O)NCCC1=CCCCC1,-6%,-24%,-26,-5%,u,6%
O=C(C[n+]1ccc(/C=C/c2ccccc2)cc1)c1ccc2c(c1)OCCO2,0%,-13%,-83*,0%,-18%,u
COc1cc(C(=O)Nc2ccc(C)cc2)c(-n2cnnn2)cc1OC,-3%,-7%,-7,-3%,-1%,4%
Cc1nn(CC(=O)NCCCN2CCCCC2)c(=O)c2cc(-c3ccccc3)nn12,u,1%,9,-7%,-6%,-17%
COc1ccc(/C=N/NC(=O)c2cc(Br)ccc2O)cc1Cn1cc(Cl)cn1,-12%,-8%,-40,14%,35%[activator],34%[activator]
CCOC(=S)N/C(=N\S(=O)(=O)c1ccc(C)cc1)c1ccccc1,5%,-14%,-7,-22%,-6%,7%
COc1ccc(C(=O)NC2CCc3ccccc32)cc1OC1CCN(C(C)C)CC1 (configuration not stated),9%,-31%,111,-3%,3%,-2%
CCOC(=O)C1=C(C)N=C2c3ccccc3C(=O)C2C1c1ccc(Br)cc1 (configuration not stated),2%,7%,19,-5%,x,-22%
CCCCNC(=S)N(CCN(C)C)Cc1cc2cc3c(cc2[nH]c1=O)OCCO3,-10%,u,10,1%,9%,-2%
CCc1nc(C)cn1S(=O)(=O)c1ccc(Cl)c(Cl)c1Cl,2%,5%,-27,-27%,-7%,-10%
COc1ccc2nc(Nc3ccccc3)sc2c1,-3%,-4%,60,-11%,-6%,u
CCc1nc(SCC(=O)c2ccc(Cl)s2)c2oc3ccccc3c2n1,-12%,30%,x,1%,4%,u
O=C1C2C3C=CC(CC3)C2C(=O)N1c1ccc(Cl)cc1Cl (configuration not stated),u,58%[activator],38,4%,22%,13%
NC(=O)c1ccccc1N/C=C/C(=O)c1ccccc1,1%,u,117,-21%,-8%,u
CC(C(=O)Nc1ccccc1)N1C(=O)c2ccccc2C1=O (configuration not stated),-4%,-8%,-27,2%,-1%,-5%
CC(C)Cc1nnc(NC(=O)CSc2nc(O)c(-c3ccccc3)c(=O)[nH]2)s1,-7%,2%,1,19%,u,27%
COc1ccc(CSc2nnc(C)n2N)cc1[N+](=O)[O-],1%,x,u,3%,-6%,9%
Cc1cc(C)c(Nc2cc(S(=O)(=O)O)c(N)c3c2C(=O)c2ccccc2C3=O)c(C)c1,-11%,-7%,3,-5%,28µM*,13%&6%
O=C(CCCSc1nc(-c2ccco2)cc(C(F)(F)F)n1)NCC1CCCO1 (configuration not stated),-10%,50µM*,-7,1%,-5%,u
COc1ccc(NC(=O)CSc2ncnc3c2cnn3Cc2ccccc2)cc1,-2%,-8%,50,-1%,2%,2%
COc1ccc2c(CC(=O)Nc3ccc(OC)c(NS(=O)(=O)c4ccc(F)cc4)c3)coc2c1,u,4%,-21,-3%,0%,u
Clc1ccc(Oc2nc3ccccc3n3cccc23)cc1,-4%,0%,9,-1%,5%,u
O=C(CSc1n[nH]c(=O)[nH]c1=O)c1ccccc1[N+](=O)[O-],2%,45µM*,0,-9%,-1%,14%
CCCC(=O)Nc1c(-c2cccs2)c(=O)c2ccccc2n1C,1%,27%,-19,-1%,-3%,11%
COc1ccccc1NC1=C(C)C(=O)CC1,-15%,-14%,153,-2%,-5%,u
O=S(=O)(NCCc1csc(-c2cccnc2)n1)c1cccs1,-1%,8%,-30,1%,-6%,-11%
Cc1ccc(S(=O)(=O)N2CCOCC2)cc1C(=O)N1CCCCCC1,-13%,-27%,13,x,8%,-10%
CC1CCCN(CCS(=O)(=O)c2ccccc2)C1 (configuration not stated),x,x,6,x,1%,-5%
Cc1ccccc1NC(=O)c1snc2c(=O)[nH]cnc12,-11%,-2%,-7,4%,x,x
CCN(CC)CCOC(=O)c1cccc2c1-c1ccccc1C2O (configuration not stated),-7%,0%,-8,-8%,5%,6%

# Some of these compounds in order of formula weight, smallest number first:
SMILES,AmpC inh detg,Sm TGR block,HCMV antiviral,FBPA Giardia inh,AMA1-RON2 inh,HCV inhibitor
Clc1ccc(Oc2nc3ccccc3n3cccc23)cc1,-4%,0%,9,-1%,5%,u
O=C(CSc1n[nH]c(=O)[nH]c1=O)c1ccccc1[N+](=O)[O-],2%,45µM*,0,-9%,-1%,14%
COc1ccc2c(CC(=O)Nc3ccc(OC)c(NS(=O)(=O)c4ccc(F)cc4)c3)coc2c1,u,4%,-21,-3%,0%,u

# Bioassay records from PubChem.
